Bioassay records as filed in PubChem BioAssay.
b-catenin transl: beta-catenin nuclear translocation modulation; HeLa beta-catenin nuclear translocation, immunofluorescence imaging; nuclear translocation activity, % at 5 µM; hit rate 0.3% among 190,000; AID 1665;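 active means nuclear translocation activity above 50% at 5 µM, with a well cell count of 50 or more; inconclusive means wells under 50 cells across six images, flagged as toxic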;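 further: per-cell ratio of nuclear to cytoplasmic median beta-catenin stain intensity; plate controls were DMSO negative control for no effect and GSK-3 inhibitor IX positive control for full effect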
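Technique: fluorescence imaging of beta-catenin antibody stain plus DAPI / Material: human HeLa cell line / Incubation: compound treatment 24 h, 37°C, 5% CO2 / Read-out basis: % activation of per-cell nuclear versus cytoplasmic median beta-catenin signal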
Dynein cargo inh: blocks dynein driven cargo transport along microtubules | z-score, hits read low | AID 1381 | hit rate 0.47% among 220,000 | 3617.4 mouse cells, GR-EGFP nuclear translocation imaging; test concentration mostly 20 µM; stimulated with dexamethasone, 1 µM; active compounds read low;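 active means plate z-score of nuclear minus cytoplasmic receptor signal below a set negative limit, without overly bright fluorescence or cell loss, cut at about -3.5 in these data, passing the limit was not always enough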;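 further: z-score of nuclear minus cytoplasmic ring GR-EGFP intensity difference per well; some compounds called inactive have numbers as strong as hits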
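Buffer or medium – tet-free medium with charcoal-stripped serum · Signal – automated 10x imaging of fixed Hoechst-stained cells · Also added – dexamethasone agonist, 1.0 µM final, for 30 min · Incubation – induction 48 h, compound 1 h, agonist 30 min · Read-out – GR-EGFP nuclear translocation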
MT stabilizer: microtubule stabilizers in HeLa cells | HeLa tubulin immunostaining HCS, 24 h; share of cells brighter than vehicle mean+2SD | % tubulin-high responders, % at 10 µM | hit rate 0.83% among 200,000 | AID 2205;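 active means plate Z-score above 3 for both tubulin-high and condensed-nucleus cell shares, with cell loss under 80%, at 10 µM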;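 further: anti alpha tubulin signal scored within the nucleus-defined area of each cell; some results filed as inactive read as strong as hits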
P. falciparum M1AAP: P. falciparum M1AAP inhibitors, biochemical, fluorogenic H-Leu-NHMec substrate, 1536-well (AID 1445); one-dose inhibition, % at 30 µM; IC50 in µM for titrated hits; recombinant M1AAP, H-Leu-NHMec fluorogenic kinetic assay; higher % means a stronger effect; hit rate 0.42% among 220,000;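 active means primary inhibition above the hit cutoff, then over 50% inhibition at one or more dose response concentrations, cut at about 23% in these data, passing the limit was not always enough; inconclusive means conflicting primary data, or primary hits not chosen for dose response; inactive means low primary inhibition, or under 50% at every dose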;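 further: plate controls were DMSO full reaction for no effect and no enzyme background for full effect; strong numbers were not always called active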
Insulin prom up: MIN6 insulin promoter up-regulation; MIN6 insulin promoter-GFP reporter, high-content imaging; active compounds read high; z-score at 5 µM; hit rate 0.3% among 190,000;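 active means z-score above 3 at 5 µM with at least 500 cells counted in the well; inconclusive means wells under 500 cells, flagged as cytotoxic or low count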
ER stress rescue: protection against thapsigargin-triggered cell killing – 384-well, CSM14.1, ATP luminescence, primary screen (AID 1222) | CSM14.1 thapsigargin-induced death rescue, ATP luminescence; higher % means a stronger effect | cellular ATP content (survival), % at 20 µM; hits with a dose series show EC50 in µM | 190,000 tested, under 10 active;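 active means EC50 below 50 µM in the dose-response confirmation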;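 further: death triggered by thapsigargin at about 15 µM added after 2 h compound pretreatment; cell ATP read after overnight thapsigargin exposure of roughly 18 to 22 hours; normalized against plate controls of thapsigargin alone and 5% DMSO vehicle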
Autophagy mod: alters autophagy in cells. calls only at 10 µM (by protocol). hit rate 0.98% among 190,000. MEF GFP-LC3 puncta imaging; test concentration mostly 10 µM. AID 463193;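 active means percentage of spot-positive cells more than 3 SD above its plate mean, without a fluorescence outlier flag or 80% toxicity; inconclusive means no clear call, values can overlap the other calls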;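 further: spot-positive cell cutoff set from DMSO-treated cells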
UTI89 phage lysis: inhibition of K1F phage lysis, E. coli UTI89, bacterial capsule biogenesis inhibitors, alamar blue (AID 488966) | inhibition, % at 100 µM, or IC50 in µM where a hit was titrated | E. coli UTI89 K1F phage lysis, alamar blue, 2 h; higher % means a stronger effect | hit rate 0.02% among 340,000;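 active means phage lysis inhibition, versus mean bacterial control, above a set limit; inconclusive means no clear call, values can overlap the other calls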;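 further: capsule biogenesis inhibitors block K1F phage lysis so surviving cells raise fluorescence; higher fluorescence means more inhibition of phage lysis; actives were called in the ten point dose series up to 300 µM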
P. falciparum M17LAP: P. falciparum M17LAP inhibitors, primary screen, biochemical, fluorogenic H-Leu-NHMec substrate, 1536-well (AID 1619); recombinant M17LAP, H-Leu-NHMec fluorogenic kinetic assay; higher % means a stronger effect; hit rate 0.38% among 220,000; one-dose inhibition, % at 30 µM; IC50 in µM for titrated hits;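 active means compound inhibiting the enzyme by more than half at any dose during confirmatory dose-response retesting; inconclusive means strong single-dose inhibitors picked by rank but not retested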;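 further: plate controls were full reaction with DMSO carrier for no effect and no enzyme background for full effect; strong numbers were not always called active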
Dynein cargo inh cytoplasmic EGFP: also measured in Dynein cargo inh; calls as there; z-score; measured here: cytoplasmic GR-EGFP intensity; active compounds read high
Dynein cargo inh nuclear GR-EGFP: second read-out of Dynein cargo inh, no call of its own (marks repeat the call); z-score; measured here: nuclear GR-EGFP intensity;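 lower value marks the stronger effect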
Dynein cargo inh cell count: recorded beside Dynein cargo inh, whose call it bears; z-score; measured here: cell count per field
Insulin prom up cell count: second read-out of Insulin prom up, no call of its own (marks repeat the call); cell count; measured here: cytotoxicity, nuclei count;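 total cells summed across four imaged fields per well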
b-catenin transl cell count 5 µM: recorded beside b-catenin transl, whose call it bears; cell count; measured here: cell count, cytotoxicity flag
MT stabilizer Hoechst-high %: recorded beside MT stabilizer, whose call it bears; % Hoechst-high responders; measured here: nuclear condensation Hoechst responders;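 share of cells brighter than vehicle mean plus two SD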
MT stabilizer cytotoxicity %: also measured in MT stabilizer; calls as there; toxicity, %; measured here: cytotoxicity by cell density;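 0% = mean cell density of plate MIN control wells and 100% = no cells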
Autophagy mod cell loss 18 h: also measured in Autophagy mod; calls as there; toxicity, %; measured here: cell loss, nuclei count;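 cell loss after 18 h compound exposure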
The depositor's hits bear a star; i = inactive; ? = inconclusive; . = not tested or not shown; + = active, no number; [ ] = another dose, or the depositor's remark. Random draw from the library; about 2.9% have a hit in one of these screens.

SMILES	b-catenin transl	b-catenin transl cell count 5 µM	Dynein cargo inh	Dynein cargo inh cytoplasmic EGFP	Dynein cargo inh nuclear GR-EGFP	Dynein cargo inh cell count	MT stabilizer	MT stabilizer Hoechst-high %	MT stabilizer cytotoxicity %	P. falciparum M1AAP	Insulin prom up	Insulin prom up cell count	ER stress rescue	Autophagy mod	Autophagy mod cell loss 18 h	UTI89 phage lysis	P. falciparum M17LAP
CCOC(=O)N1CCN(C(=O)CCCn2c(=S)[nH]c3ccsc3c2=O)CC1	-1.1	1065	-0.85	-0.35	-0.38	0.38	3.7	2.7	6.0	9%	-0.91	1285	-3.7%	i	12	2.3%	33%
CNC(=O)c1sccc1S(=O)(=O)Cc1c(Cl)cccc1Cl	.	.	0.68	-0.0098	0.22	-0.42	1.0	1.0	19	0%	0.11	983	-0.9%	i	-6	0.3%	0%
CC(C)(C)C(=O)O/N=C(\N)c1ccc(Br)cc1	-1.1	1268	0.35	-0.27	-0.24	0.45	.	.	.	-9%	-0.87	1044	.	.	.	0.4%	-3%
Cc1cc(C)n(Cc2ccc(C(=O)Nc3ccc(Br)cc3C)o2)n1	4.2	493	-0.13	-0.18	0.6	0.16	2.6	2.4	8.0	1%	0.37	1237	-2.5%	i	-36	1.3%[50 µM]	7%
CC(/C=N/n1c(-c2ccncc2)n[nH]c1=S)=C\c1ccco1	0.6	1266	0.49	-0.15	0.76	0.048	.	.	.	13%	0.09	1081	.	.	.	.	34%
NC(=O)c1ccccc1N/C=C/C(=O)c1ccc(Cl)cc1	.	.	-0.44	0.16	0.081	0.075	1.8	1.6	2.6	4%	0.04	967	-3.4%	i	0	-1.7%	10%
CCCN1C(=O)/C(=C\C=C2/C=CN(CC)c3ccccc32)SC1=S	-0.8	1175	-0.39	0.18	0.11	0.84	3.2	4.1	9.7	-14%	-0.02	1402	-2.0%	i	-2	2.5%[50 µM]	2%
N#Cc1cc2ccccc2nc1SCC(=O)Nc1ccccc1N1CCOCC1	-0.8	921	0.37	-0.13	0.82	-0.37	11	9.0	9.8	-7%	-0.12	1454	-0.8%	+	9.0*	3.5%	11%
COc1ccccc1CNC(=O)c1ccc(Br)o1	.	.	0.3	-0.3	0.54	0.28	2.2	1.0	3.2	0%	-0.14	1032	-3.9%	i	0	2.7%	-8%
COc1ccc(NC(=O)c2scc(S(=O)(=O)C(C)C)c2N)cc1	0.2	1329	-0.2	-0.22	0.27	0.9	.	.	.	3%	0.19	1081	.	.	.	0.0%	2%
COc1ccc(N2CCN(CC(=O)Nc3ccc(-n4cnnn4)cc3)CC2)cc1	1.4	1064	-0.38	-0.24	-0.25	1.7	2.0	2.6	0.8	8%	.	.	-1.9%	i	-3	-0.2%[50 µM]	1%
O=C(CCN1CCc2ccccc2C1)Nc1ccccc1F	-0.1	1196	0.31	0.089	0.74	-0.93	14	4.3	97	4%	-0.31	1100	0.7%	i	4	0.0%	6%
COc1ccc(CCn2nnnc2C(c2ccc(Cl)cc2)N2CCN(C)CC2)cc1OC (stereo unspecified)	-9.4	986	-0.013	-0.22	-0.022	0.28	1.5	1.5	13	11%	-0.03	1444	-2.3%	i	-15	1.6%	-11%
CC(=O)Nc1ccc(Nc2nc(C)c([N+](=O)[O-])c(Nc3ccc(NC(C)=O)cc3)n2)cc1	1.1	924	-0.95	-0.27	-0.7	0.6	6.0	2.0	7.7	11%	.	.	-1.2%	i	1	1.6%	-12%
CC(C)[C@H](NC(=O)CCn1nnc2ccccc2c1=O)C(=O)O	-2.3	987	-0.49	-0.34	0.052	-0.14	4.3	2.4	5.9	5%	0.15	1083	-1.3%	i	-3	0.8%	8%
CCOC(=O)c1ccc(NC(=O)Nc2ccc3c(c2)OCCO3)cc1	-1.6	1214	0.44	-0.2	-0.51	-0.67	2.6	2.1	9.2	3%	.	.	-1.7%	i	0	-0.4%	7%
COc1cccc(/C=N/NC(=O)c2ccc(=O)[nH]n2)c1O	-2.1	1138	-0.5	0.16	-0.12	0.12	.	.	.	6%	-0.03	1383	.	.	.	-0.1%	-4%
COc1ccc(-c2n[nH]c(C)c2-c2cscn2)c(O)c1	-0.8	1312	-0.64	-0.19	-0.35	0.28	.	.	.	2%	-0.1	1092	.	.	.	0.7%[50 µM]	-11%
C/C(=N/NC(=O)CNC(=O)COc1cccc(C)c1)c1ccco1	0.5	1321	-0.13	0.16	0.37	-0.06	.	.	.	10%	0.14	1125	.	.	.	0.3%	9%
COCC(=O)OC/C(O)=C(\C#N)c1nc2ccccc2[nH]1	0.1	1329	0.89	-0.23	0.2	-0.14	.	.	.	5%	1.7	1269	.	.	.	0.1%	8%
COc1ccc(C(NC(=O)C(C)C)c2ccc3cccnc3c2O)cc1 (stereo unspecified)	0.0	1316	-0.21	-0.21	0.44	0.29	.	.	.	.	-0.28	989	.	.	.	3.0%	.
CCN(CC)S(=O)(=O)c1ccc(-c2cc(C(=O)OC)sc2C(F)(F)F)cc1	-3.2	1226	0.63	-0.072	0.22	-0.32	.	.	.	2%	.	.	.	.	.	.	12%
O=[N+]([O-])c1ccc(N2CCCC2)cc1NC(c1ccccc1)c1ccccc1	-2.5	938	-0.77	-0.35	-0.092	0.4	3.2	1.4	4.9	5%	?	.	0.9%	i	17	-1.1%[50 µM]	8%
O=C(COC(=O)c1ccccc1NC(=O)c1ccco1)Nc1ncc(Cl)cc1Cl	-1.5	1136	-0.2	-0.074	-0.13	-0.21	1.3	0.9	0.2	-5%	0.35	898	-4.3%	i	-1	3.6%[50 µM]	5%
CCC(=O)Nc1ccc(SC#N)cc1C	7.4	1062	-1	-0.2	-0.59	1.9	3.1	2.6	11	4%	.	.	0.0%	i	17	7.0%	6%
CCCOC(=O)Nc1c(C)cccc1C(C)C	-0.2	1496	-0.89	-0.3	-0.59	0.86	1.6	1.7	8.0	3%	-0.22	1497	0.1%	i	0	0.3%	-3%
CC(C)C(NC(=O)c1ccc2c(c1)OCO2)C(=O)N/N=C/c1cccs1 (stereo unspecified)	4.1	457	-0.58	-0.28	-0.61	0.42	3.8	2.5	5.8	1%	0.78	1219	0.1%	i	10	-1.1%	7%
Cc1ccc(-n2cccc2/C=C2/C(=N)N3C(=NC2=O)SN=C3S(C)(=O)=O)cc1Cl	-2.6	999	-1.2	0.85	-0.19	1.1	5.0	1.4	9.3	15µM*	0.34	1180	-3.5%	i	11	-4.3%[50 µM]	18%
CCOC(=O)c1ccc(N=c2ssnc2Cl)cc1	0.5	1058	0.45	-0.12	0.53	0.28	5.0	2.3	10	6%	0.04	1232	-0.5%	i	0	0.1%	4%
Cc1ccc2[nH]c(=O)c(COC(=O)C3CCCO3)cc2c1 (stereo unspecified)	4.7	997	-1.3	-0.3	-0.31	0.22	11	2.6	8.3	5%	-0.21	1109	0.7%	i	3	0.3%	-9%
COc1c(Br)cc2c(C)c(C(=O)O)oc2c1Br	-2.3	597	-0.8	-0.21	0.37	0.33	2.5	2.4	9.6	7%	0.11	1180	-1.9%	i	7	-0.6%	16%
COCCCn1c(-c2ccsc2)nc2c1c(=O)[nH]c(=O)n2Cc1ccccc1	-2.0	1134	-0.25	-0.29	-0.028	0.73	6.8	3.6	1.2	2%	.	.	-0.7%	i	13	-0.2%	-6%
O=C1C(Cl)=C(N2CCCCC2)C(=O)N1c1ccccc1Cl	-1.0	1030	-0.19	-0.2	0.53	0.3	1.7	1.6	11	11%	0.03	1789	0.9%	i	-1	0.9%	-10%
CC(C)C(OC(=O)c1cccs1)C(=O)NCc1ccc2c(c1)OCO2 (stereo unspecified)	0.2	1511	0.84	0.031	0.4	-0.46	2.3	2.0	0.4	-5%	-0.3	1256	-0.1%	i	2	-0.6%	12%
COc1cccc(OCCNc2cc(Cl)ccc2[N+](=O)[O-])c1	-0.1	1019	-0.057	-0.16	-0.31	1.2	4.1	1.8	3.8	-1%	-1.1	1792	-1.3%	i	19	-0.3%	3%
CC(=O)NC(CC(=O)Nc1ccc(S(=O)(=O)N2CCCC2)cc1)c1ccccc1 (stereo unspecified)	-7.0	961	-0.28	-0.22	-0.016	0.29	2.1	2.0	14	-1%	-0.5	1215	2.0%	i	-1	-0.5%	4%
CN(C)S(=O)(=O)c1cccc(C(=O)Nc2cc(Cl)ccc2O)c1	0.6	1165	-0.91	-0.0059	-0.44	1	1.5	1.5	10	14%	0.19	1242	-0.9%	i	4	1.0%	8%
CC1=NN(c2ccccc2)C(=O)/C1=C\N1CC(C)OC(C)C1 (stereo unspecified)	-1.4	1359	0.24	-0.21	-0.12	0.16	1.5	1.3	5.8	11%	-0.02	1717	-0.3%	i	6	1.8%	18%
COc1ccc(/C=C/C(=O)NC(C)(C)C)cc1S(=O)(=O)N1CCOCC1	-0.7	1034	-0.51	-0.23	-0.27	-0.37	2.8	3.3	11	3%	0.2	1421	0.0%	i	-1	-0.1%	5%
CC(=O)NCCC(=O)Nc1cc(F)ccc1C	.	.	-0.48	-0.26	-0.28	1.2	3.4	3.0	5.6	2%	0.41	997	-0.6%	i	0	0.0%	3%
